# Assay outcomes (PubChem)
# RPL19A TOR yeast = alters RPL19A-GFP fluorescence in TOR pathway yeast screen | S. cerevisiae RPL19A-GFP strain, flow cytometry, 3 h; stronger effect = lower value | hit rate 0.3% among 330,000 | percent response vs DMSO, % at 10 µM;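 active means percent response vs DMSO below 50%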;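 further: median channel GFP fluorescence of the barcoded RPL19A-GFP strain; ratio of sample median GFP to plate DMSO average so 100% = DMSO; lower means less RPL19A-GFP as with rapamycin TOR inhibition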
# JMJD2C inh = blocks human GASC-1 demethylase activity; Q9H3R0; hit rate 0.069% among 330,000; GST-JMJD2C(1-420) H3K9me3 demethylation, DELFIA europium; inhibition, % at 2.35 µM;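 active means more than half of a compound's replicate wells show inhibition beyond 50%, single wells judged on their own value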;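 further: signal counts dimethyl H3K9 product captured on neutravidin plate; 0% = median of DMSO wells and 100% = 0.3 times that DMSO median; strong numbers were not always called active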
# Target sequence (Q9H3R0 1-420 limits assumed): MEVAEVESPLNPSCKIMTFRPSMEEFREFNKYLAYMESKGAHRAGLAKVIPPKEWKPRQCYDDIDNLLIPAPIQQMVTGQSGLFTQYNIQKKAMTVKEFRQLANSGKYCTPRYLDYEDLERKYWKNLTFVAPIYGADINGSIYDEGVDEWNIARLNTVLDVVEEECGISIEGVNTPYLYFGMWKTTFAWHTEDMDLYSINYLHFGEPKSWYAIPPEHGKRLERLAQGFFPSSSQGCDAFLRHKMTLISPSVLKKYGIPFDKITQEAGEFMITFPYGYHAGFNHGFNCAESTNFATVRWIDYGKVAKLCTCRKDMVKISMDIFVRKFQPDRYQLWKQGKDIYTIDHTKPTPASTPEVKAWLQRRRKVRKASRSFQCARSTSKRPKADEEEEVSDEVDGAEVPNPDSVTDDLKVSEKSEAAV
# AHR act = activates the human aryl hydrocarbon receptor | activation, % at 5 µM | AID 2796 | hit rate 2.5% among 320,000 | AHR-responsive luciferase reporter cells, luminescence; in the data active means activation above about 47%;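 further: 0% = vehicle wells and 100% = reference agonist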
# procasp7 counter = activates human procaspase-7, counter-screen for procaspase-3 activators. recombinant procaspase-7, Ac-DEVD-pNA absorbance 405 nm; D23A/D198A/D206A triple mutant, cannot self-cleave; scale: DMSO 0, 5 µM enzyme 100. activation, % at 8.5 µM. hit rate 0.093% among 330,000;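 active means percent activation above the screen-wide mean plus 3 SD, cut at about 25% in these data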
# Target sequence (P55210 whole entry D23A/D198A/D206A): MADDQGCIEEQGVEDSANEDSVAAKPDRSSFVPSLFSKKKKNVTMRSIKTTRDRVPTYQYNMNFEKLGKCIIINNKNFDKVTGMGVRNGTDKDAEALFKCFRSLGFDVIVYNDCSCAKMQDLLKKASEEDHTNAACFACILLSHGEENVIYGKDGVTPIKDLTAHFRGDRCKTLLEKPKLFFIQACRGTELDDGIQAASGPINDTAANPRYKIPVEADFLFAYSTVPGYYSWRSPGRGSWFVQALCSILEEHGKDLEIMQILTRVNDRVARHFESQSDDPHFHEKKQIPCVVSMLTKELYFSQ
#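 signal = Epi-absorbance of released pNA at 405 nm, two timepoints | assay system = Uncleavable procaspase-7 mutant enzyme | reagent = Ac-DEVD-pNA substrate, 400 µM as added | times = 1 h enzyme–compound preincubation and 2 h substrate reaction, both 25 °C | benchmarks = low DMSO alone, high DMSO plus 5 µM PC-7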
# MEP2 TOR yeast = yeast TOR pathway MEP2-GFP modulation. S. cerevisiae MEP2-GFP strain, flow cytometry GFP, 3 h; 100% = DMSO control level. GFP response vs DMSO, % at 10 µM. hit rate 0.51% among 330,000. AID 2016;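 active means GFP response versus DMSO above a set limit, roughly screen mean plus 3 SD, cut at about 180% in these data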;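 further: median GFP fluorescence of the barcode-gated MEP2-GFP cells per well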
# procasp3 activ = activators of human procaspase-3; P42574; recombinant procaspase-3 D3A, Ac-DEVD-pNA absorbance 405 nm; activation, % at 8.5 µM; hit rate 0.11% among 330,000;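 active means activation above the mean of all tested compounds plus 3 SD, cut at about 21% in these data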;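 further: 0% = DMSO alone and 100% = DMSO wells spiked with extra 5 µM PC-3 D3A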
# Target sequence (P42574 whole entry D9A/D28A/D175A): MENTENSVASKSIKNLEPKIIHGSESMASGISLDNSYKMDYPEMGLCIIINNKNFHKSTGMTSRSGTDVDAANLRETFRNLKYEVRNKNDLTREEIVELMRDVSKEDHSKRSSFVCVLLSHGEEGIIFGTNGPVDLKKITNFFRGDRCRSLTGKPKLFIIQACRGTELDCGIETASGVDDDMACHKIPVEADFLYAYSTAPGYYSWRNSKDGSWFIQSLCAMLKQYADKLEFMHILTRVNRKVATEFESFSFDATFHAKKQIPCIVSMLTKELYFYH
#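 System: Procaspase-3 D3A mutant. Medium: Zinc-free 300 mM NaCl, 50 mM HEPES, 0.01% Triton X-100. Schedule: 1 h preincubation plus 2 h reaction at 25 °C. Measured by: 405 nm absorbance of p-nitroaniline, reads at 0 and 120 min. Read-out: percent activation relative to control range.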
# CR mimetic SO = yeast age-related superoxide inhibition as caloric restriction mimetic; S. cerevisiae aged cells, superoxide DHE fluorescence; stronger effect = lower value; superoxide response (% of plate mean), % at 10 µM; hit rate 0.18% among 330,000;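 active means superoxide response under a set limit, about three screen SD below normal, cut at about 65% in these data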;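 further: yeast aged for seven days with compound at 30 °C before DHE staining; 100% = average MFI of all compound-treated wells on the plate with controls excluded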
# LAP4-GFP MLPCN = modulators of TOR pathway LAP4-GFP in S. cerevisiae; GFP response vs DMSO, % at 10 µM; S. cerevisiae LAP4-GFP multiplex, flow cytometry GFP, 3 h; median GFP as percent of DMSO wells; hit rate 0.34% among 320,000; AID 2023;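 active means GFP response vs DMSO above a set limit, about the screen mean plus 3 SD, cut at about 150% in these data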
# The depositor's hits bear a star; . = no result given; & = joins results of further samples. No enrichment for hits; any-hit rate near 3.8%.
SMILES,RPL19A TOR yeast,JMJD2C inh,AHR act,procasp7 counter,MEP2 TOR yeast,procasp3 activ,CR mimetic SO,LAP4-GFP MLPCN
CS(=O)(=O)Nc1ccc(C2=NN(S(=O)(=O)c3ccccc3)C(c3cccs3)C2)cc1 (stereo not given),111,6,3,2,109,9,106,102
O=S(=O)(Nc1ccc(OC(F)F)cc1)c1ccc(-c2ccon2)s1,102,-1,1,-5,111,-3,102,106
COC/C=C/C1=CC2=CC(=O)C(C)(OC(=O)c3cnc4ccccc4n3)C(=O)C2=CN1c1ccc(OC)cc1 (stereo not given),102,7,25,-7,97,-3,95,131
COc1ccc(C2=CSC3=NCCN23)cc1F,101,3,1,-10,113,-4,105,98
Cc1ccc(S(=O)(=O)N2CCC(C(=O)N[C@@H](C)C(=O)NCc3ccccc3)CC2)cc1,98,0,-2,-5,113,3,97,106
Cc1cc(Cl)ccc1Oc1ccccc1C(=O)CC#N,101,-7,5,-9,90,4,96,114
O=C(Cn1c(=O)oc2ccccc21)Nc1ccc(Cl)cc1Cl,103,-7,3,8,110,-5,102,81
CC(c1nc2ccccc2c(=O)[nH]1)N(C)CCOc1ccc(Cl)cc1 (stereo not given),104,-28,1,15,102,-9,99,102
CCN(C(=O)c1nn(-c2ccc(OC)cc2)c(=O)c2c1c1ccccc1n2C)c1ccc(OC)cc1,105,-5,21,10,102,7,82,93
CS(=O)(=O)Nc1ccccc1C(=O)Nc1ccccc1C(=O)N1CCCC1,101,-2,7,3,99,-6,97,90
CCOc1ccccc1CNc1nc2nc3c(c(=O)n2[nH]1)CCC3,98,-4,8,-2,105,2,112,102
COc1cccc(-n2c(SCC(=O)NC3CCS(=O)(=O)C3)nc3ccccc3c2=O)c1 (stereo not given),106,.,-1,-1,109,0,110,113
S=C(Nc1ccccc1)NC1CCN(Cc2ccccc2)CC1,104,22,2,4,105,-2,88,102
Cc1ccccc1Nc1nc(N)nc(CN2C(=O)NC3(CCCCC3C)C2=O)n1 (stereo not given),100,-4,2,6,94,1,104,95
CC1=C(C(=O)OC2CCCCCCC2)C(c2ccc(O)cc2)NC(=O)N1 (stereo not given),102,3,-1,-5,106,-1,97,109
Cc1sc2ncnc(-n3cnc4ccccc43)c2c1C,92,-4,-1,8,93,-2,92,100
COc1ccc(-n2nc(C(=O)NCC(=O)N3CCN(C)CC3)c3ccccc3c2=O)cc1,98,2,-1,13,88,9,89,96
O=S(=O)(O)c1ccc(N2N=C(c3ccccc3)CC2c2ccccc2)cc1 (stereo not given),106,5,-1,7,107,12,94,101
O=C(O)c1ccc(/C=N/NC(=O)c2cc3ccccc3cc2O)cc1,93,-9,2,3,90,1,100,87
O=C(N/N=C/c1ccc(Br)cc1)c1ccc(Br)o1,95,-1,24,-9,96,2,102,94
O=c1[nH]cnc2scc(-c3ccc(Br)cc3)c12,99,-3,-4,-6,104,-1,103,104
CCOC(=O)CNC(=O)CNC(=O)Cn1ccc2ccccc2c1=O,92,-4,-3,7,98,-6,103,91
N#Cc1cc2c(nc1SCC(O)CS(=O)(=O)Cc1ccccc1)CCCC2 (stereo not given),93,4,0,10,105,1,100,96
CC(=O)Nc1ccc(S(=O)(=O)N2CCC(N(C)CCC(C)C)CC2)cc1,103,0,0,-5,107,7,103,101
CN(C)CCCN=C(NO)c1ccc(Cl)cc1Cl,105,25,1,4,95,8,95,110
COc1ccc(C(NC(=O)c2cc(OC)ccc2OC)c2ccccc2)cc1 (stereo not given),102,4,3,-2,104,-7,97,94
Cn1c(-c2ccco2)nc2cc3ccccc3cc21,95,63,23,-3,108,3,101,123
Cc1ccc(COC(=O)c2cc(S(=O)(=O)N3CCCCC3)ccc2N2CCOCC2)cc1,95,-1,0,-6,94,-3,105,110
COC(=O)c1sc(NC(=O)c2csc3c2CCCC3)nc1C,95,15,-1,1,93,2,117,113
CC(=O)c1cccc(OCC(=O)N(Cc2ccco2)c2c(N)n(Cc3ccccc3)c(=O)[nH]c2=O)c1,100,-1,0,-3,108,10,105,110
COc1ccc(NC(=O)c2sccc2C)cn1,99,3,-1,12,103,-6,80,105
COc1ccccc1CNC(=O)COC(=O)c1ccc2c(=O)n3c(nc2c1)CCCCC3,100,8,-1,-3,107,0,99,104
O=C(Cc1ccc(Cl)cc1)Nc1nc2ccccc2[nH]1,104,3,2,8,102,0,88,99
CCOc1ccccc1NC1c2ccccc2C(=O)N1Cc1ccco1 (stereo not given),103,-9,0,7,102,0,79,106
O=C(Nc1ccc(N2CCN(c3ccc(O)cc3)CC2)cc1)Oc1ccccc1,100,8,2,-21,105,-7,88,96
CNC(=S)N(CCc1c(C)[nH]c2ccccc12)Cc1cccnc1,107,-3,4,5,103,-10,77,100
CC(C)n1c(Sc2nccn2C)nc2c1c(=O)n(C)c(=O)n2C,107,6,1,0,109,2,104,105
COc1ccc(Nc2ncnc3sccc23)cc1OC,102,7,64*,-1,106,-3,101,97
CC(=O)Nc1nc(C)c(-c2csc(Nc3cccc(C(C)=O)c3)n2)s1,103,2,57*,0,98,0,103,95
O=C(N/N=C/c1ccc2nccnc2c1)c1ccc(Br)cc1,95,0,14,6,91,3,87,98

# Compound profiles, as listed above.
# COc1ccc(NC(=O)c2sccc2C)cn1 is listed with RPL19A TOR yeast: 99; JMJD2C inh: 3; AHR act: -1; procasp7 counter: 12; MEP2 TOR yeast: 103; procasp3 activ: -6; CR mimetic SO: 80; LAP4-GFP MLPCN: 105
# CCOc1ccccc1NC1c2ccccc2C(=O)N1Cc1ccco1 (stereo not given) is listed with RPL19A TOR yeast: 103; JMJD2C inh: -9; AHR act: 0; procasp7 counter: 7; MEP2 TOR yeast: 102; procasp3 activ: 0; CR mimetic SO: 79; LAP4-GFP MLPCN: 106
# COc1ccccc1CNC(=O)COC(=O)c1ccc2c(=O)n3c(nc2c1)CCCCC3 is listed with RPL19A TOR yeast: 100; JMJD2C inh: 8; AHR act: -1; procasp7 counter: -3; MEP2 TOR yeast: 107; procasp3 activ: 0; CR mimetic SO: 99; LAP4-GFP MLPCN: 104

# Going on with the list.
SMILES,RPL19A TOR yeast,JMJD2C inh,AHR act,procasp7 counter,MEP2 TOR yeast,procasp3 activ,CR mimetic SO,LAP4-GFP MLPCN
CCOc1ccccc1NC(=O)CCNS(=O)(=O)c1cccc2nonc12,104,-4,4,5,102,-4,86,99
CCC(C)C(=O)Nc1ccc(S(=O)(=O)Nc2nccs2)cc1 (stereo not given),98,-8,3,12,95,-2,101,95
CCc1[nH]nc2c1C1(CCOC1C)C(C#N)=C(N)O2 (stereo not given),93,11,3,0,92,-2,89,.
C=CCN(CC(=O)NCc1ccc(OC)cc1)C(=O)c1csnn1,102,2,-2,5,104,-4,99,101
CCO[C@H]1OC(C(=O)O)=C[C@@H](c2ccccc2)[C@@H]1CCCO,108,-10,0,-6,98,3,100,128
Cc1cccc(NC(=S)NC(=O)c2ccco2)n1,94,3,19,6,104,10,102,97
CC[C@@]1(C(=O)OC)N[C@H](CN(C)C(=O)Nc2ccc(OC)cc2)[C@@H]2C(=O)N(C)C(=O)[C@@H]21,91,20,-1,1,90,7,81,98
CCOC(=O)C1CCCN(Cc2cccs2)C1 (stereo not given),103,8,3,-12,108,-5,99,106
Cc1cc(C(=O)NNc2ccc(C(C)C)cc2)n(C(C)(C)C)n1,97,33,-1,-7,104,-3,112,109
CN(Cc1ccccc1)S(=O)(=O)c1ccc2c(c1)NC(=O)CC(=O)N2,.,8,5,-2,.,7,97,.
CC1(C)CNC(=O)c2sc(NC(=O)CN3CCOCC3)nc2C1,100,5,3,-3,98,4,88,97
Cc1ccc(CNC(=O)C2CCCN2S(=O)(=O)c2ccc(Cl)cc2)cc1 (stereo not given),90,17,5,7,101,-2,99,84
Clc1ccc(NC2=NCCC2)cc1Cl,92,16,2,8,94,7,86,91
O=C(Nc1ccc(NC(=O)c2ccccn2)cc1)C(=O)Nc1ccc2c(c1)OCCO2,102,-3,2,4,98,7,110,99
COc1ccc(OCC(=O)N2CCc3ccccc3C2)cc1,105,4,5,4,111,-2,106,104
CN(C)CCNC(=O)C(=O)NCC1OCCN1S(=O)(=O)c1ccc([N+](=O)[O-])cc1 (stereo not given),105,-4,-1,7,95,18,100,104
Cc1cccc(C(=O)c2c[nH]cc2-c2ccccc2)c1,93,-7,1,10,110,0,95,123
CCOc1ccc(OCC)c(NC(=O)CSCC(=O)O)c1,98,-8,6,20,98,-2,98,102
Fc1cccc(C2CC(c3cccc(Br)c3)Nc3nnnn32)c1 (stereo not given),99,-9,2,2,97,5,100,101
O=C(CNC(=O)C1COc2ccccc2O1)N/N=C\c1cccc(O)c1 (stereo not given),103,-9,5,13,91,2,103,98
Cc1ccsc1/C=N/NC(=O)C1CC(=O)N(c2ccc(F)cc2)C1 (stereo not given),98,-1,4,5,98,7,100,109
CCc1ccc(S(=O)(=O)NCc2cn3c(C)csc3n2)s1,92,-8,7,-2,93,8,106,93
COc1ccccc1CCNC(=O)C(=O)NCC1OCCN1S(=O)(=O)c1ccccc1 (stereo not given),103,-8,13,4,104,-5,90,105
COC(=O)NC(NC(=S)Nc1ccccc1OC)C(Cl)(Cl)Cl (stereo not given),98,1,3,-3,101,-9,98,91
S=C(Nc1ccc(Oc2ccccc2)cc1)Nc1cccnc1,98,0,2,-13,94,-2,102,90
Cc1ccc(-c2nnc(SCC(=O)O)n2N)cc1,93,9,2,-1,97,1,90,98
O=C(CSc1nnc(-c2cccs2)n1Cc1ccccc1)NCc1ccc2c(c1)OCO2,101,9,0,3,105,0,94,106
C/C(=N\NC(=O)Cc1ccc(Cl)cc1)c1cccnc1,117,-5,.,.,107,.,111,71
O=C(CSc1nnc(CNC(=O)c2ccco2)o1)Nc1ccc(OC(F)(F)F)cc1,109,5,8,-1,111,4,100,95
CCOC(=O)c1sc(NC(=O)CSc2nnc(Cc3ccccc3)o2)c(C#N)c1C,100,5,9,-23,102,-26,89,104
COc1ccc2c(=O)c(N3C(=O)c4ccccc4C3=O)coc2c1,92,5,4,13,95,3,104,91
Cc1ccc(N(Cc2ccc(C(=O)Nc3ccccc3C(=O)NCc3ccco3)cc2)S(C)(=O)=O)cc1C,97,6,3,-1,99,-3,127,113
CCN(CC)C1CC(=O)N(c2cccc(Cl)c2)C1=O (stereo not given),108,14,-1,-11,102,-22,95,89
CCOC(=O)c1c(NC(=O)COC(=O)c2nccnc2N)sc(C(=O)N(C)C)c1C,94,0,0,5,101,10,102,101
CC1(C)Cc2nc3oc4c(=O)n(CC(=O)Nc5ccccc5)cnc4c3cc2CO1,113,1,8,5,113,3,115,117
COc1cccc(-c2noc(CCCC(=O)NC3CCCC3)n2)c1,113,17,-2,4,118,1,97,107
CCn1c(SCC(=O)Nc2ccc(NC(=O)c3cccs3)cc2)nnc1-c1cccnc1,100,-1&7,7,-5,104,-6,105,96
CCCN1C(=O)c2ccccc2NC1c1ccc(OC)cc1OC (stereo not given),103,-7,1,4,108,-3,101,100
CCn1c(SCC(=O)N(C)C2CCCCC2)nc2cc(S(N)(=O)=O)ccc21,96,.,3,6,101,8,116,103
COc1ccc2nc(Nc3sc4c(c3C(N)=O)CCCC4)sc2c1,97,-7,38,-36,89,-33,99,110
CCN(C(=O)CSc1nc2cc(C(F)(F)F)ccc2n1Cc1ccccc1)C1CCS(=O)(=O)C1 (stereo not given),102,31,2,-9,104,-5,103,98
